# From PubChem BioAssay
# m-calpain inh: blocks pig calpain II enzyme activity; AID 1236; inhibition, % at 16 µM; purified calpain II, fluorogenic peptide substrate, 30 min; 0.37% of 220,000 active;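 active means inhibition above about 50%, limit read from the data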
# EP2 modulator: modulators of human EP2 prostaglandin E2 receptor; P43116; EP2-expressing cells, cAMP HTRF FRET, PGE2 co-stimulation; induction, % at 25 µM; 0.83% of 260,000 active;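 active means compounds whose cAMP rise, as percent of the full-agonist control response, exceeds 60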;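 further: rat C6 glioma line stably carrying human EP2 under a CMV promoter; the protocol text gives 20 µM as final concentration; 100% = response of wells given 1 µM PGE2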
# TbHK1 inh: T. brucei hexokinase 1 inhibition. recombinant TbHK1, G6PDH-coupled NADH A340. inhibition, % at 10 µM. 0.11% of 220,000 active. AID 1430;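 active means inhibition of 50% or more in the single-dose primary screen; inactive means inhibition below 50%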
# Hck-Nef inh: blocks Nef-activated human Hck kinase. Recombinant Hck-YEEI plus Nef, Z-Lyte FRET kinase assay. 0.68% of 220,000 active. inhibition, % at 20 µM. P08631;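 active means Hck-Nef kinase inhibition above about 50%, limit read from the data; inactive means inhibition below that limit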;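 further: 0% = DMSO with Hck plus Nef and 100% = Hck alone without Nef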
# Target sequence (P08631 whole entry, looked up): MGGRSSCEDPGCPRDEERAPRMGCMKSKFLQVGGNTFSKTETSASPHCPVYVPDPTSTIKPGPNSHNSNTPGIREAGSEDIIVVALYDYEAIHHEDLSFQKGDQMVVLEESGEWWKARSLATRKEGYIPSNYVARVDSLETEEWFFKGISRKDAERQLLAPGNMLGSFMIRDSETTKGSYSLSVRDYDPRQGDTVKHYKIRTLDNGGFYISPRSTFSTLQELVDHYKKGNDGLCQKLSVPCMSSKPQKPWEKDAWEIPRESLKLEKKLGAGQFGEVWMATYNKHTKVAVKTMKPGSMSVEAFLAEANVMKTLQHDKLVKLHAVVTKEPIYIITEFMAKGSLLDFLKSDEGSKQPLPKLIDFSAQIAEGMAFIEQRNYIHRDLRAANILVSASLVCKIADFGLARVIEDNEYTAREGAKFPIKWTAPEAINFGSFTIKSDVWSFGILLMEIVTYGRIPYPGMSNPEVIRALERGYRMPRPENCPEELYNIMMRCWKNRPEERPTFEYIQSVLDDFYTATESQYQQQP
# 14-3-3 Bad PPI: disrupts binding of bovine 14-3-3 zeta to phospho-Bad peptide; 0.71% of 220,000 active; AID 781; TR-FRET 14-3-3zeta/Dy647-pBad peptide displacement, 1 h; inhibition, % at 21.7 µM; P63103;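 active means inhibition above about 70%, limit read from the data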;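 further: 0% = full 14-3-3 plus peptide FRET controls and 100% = background without 14-3-3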
# Target sequence (P63103 whole entry, looked up): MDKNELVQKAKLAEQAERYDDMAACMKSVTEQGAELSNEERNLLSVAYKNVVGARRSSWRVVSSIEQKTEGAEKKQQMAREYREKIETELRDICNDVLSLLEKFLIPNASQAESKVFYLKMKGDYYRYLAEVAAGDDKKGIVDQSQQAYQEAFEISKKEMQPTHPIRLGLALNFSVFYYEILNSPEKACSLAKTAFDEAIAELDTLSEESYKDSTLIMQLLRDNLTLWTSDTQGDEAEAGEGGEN
# Rad51 HR inh: Rad51 (human) homologous recombination inhibition. Q06609. hRad51 DNA strand exchange, fluorescence dequenching. inhibition, % at 10 µM. 0.085% of 200,000 active. AID 1385;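 active means inhibition above 40% at the single screening dose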;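 further: 0% = DMSO control wells and 100% = blanks with heterologous ssDNA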
# Target sequence (Q06609 whole entry, looked up): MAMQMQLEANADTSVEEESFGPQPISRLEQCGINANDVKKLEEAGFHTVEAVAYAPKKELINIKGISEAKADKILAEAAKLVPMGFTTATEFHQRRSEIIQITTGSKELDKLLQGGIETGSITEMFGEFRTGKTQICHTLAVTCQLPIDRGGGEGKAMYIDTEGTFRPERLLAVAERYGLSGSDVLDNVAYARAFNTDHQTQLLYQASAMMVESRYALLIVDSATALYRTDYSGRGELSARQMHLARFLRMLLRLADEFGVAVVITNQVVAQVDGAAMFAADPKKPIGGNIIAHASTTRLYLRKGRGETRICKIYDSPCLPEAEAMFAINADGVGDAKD
#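 Test system: preformed human Rad51 ssDNA filaments; also added: Donor/quencher-labelled 47-bp dsDNA substrate; doses: 10 µM final, single point; times: 37 °C 15-min filament assembly, 30-min compound preincubation, 15-min exchange; detection: FRET fluorescence dequenching, excitation 485 nm, emission 520 nm; read-out basis: Fluorescence-based percent inhibition, control- and blank-normalised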
# eIF4E 4G PPI: blocks eIF4E binding to eIF4G. TR-FRET eIF4E-eIF4GI(517-606) binding, 2 h. inhibition, % at 21.7 µM. 0.37% of 220,000 active. AID 782;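 active means inhibition above about 30%, limit read from the data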;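 further: 0% = full FRET control wells and 100% = background wells lacking eIF4GI fragment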
# EP2 antag: EP2 receptor (human) inhibition; 0.52% of 260,000 active; AID 1422; C6 glioma cells expressing human EP2, cAMP TR-FRET; cells stimulated with saturating PGE2; P43116; inhibition, % at 25 µM;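 active means percent inhibition above 40 after rounding to a whole number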;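 further: rat C6 glioma host cells with rolipram phosphodiesterase inhibitor present; the protocol text gives 20 µM as final concentration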
# zVAD death inh: L929 zVAD cell death inhibition | L929 zVAD necroptosis rescue, ATP luminescence, 24 h; with zVAD 60 µM | viability rescue, % at 10 µM | 0.38% of 220,000 active | AID 1377;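 active means activation, scaled between plate controls, above about 75%, limit read from the data; inactive means activation under that limit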;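 further: 0% = zVAD with DMSO and 100% = DMSO alone without zVAD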
# An asterisk follows results filed as active; nt = no result given; & = joins results of further samples; [ ] = another dose, or the depositor's remark. This is a subset; rates above refer to the full screens.
SMILES,m-calpain inh,EP2 modulator,TbHK1 inh,Hck-Nef inh,14-3-3 Bad PPI,Rad51 HR inh,eIF4E 4G PPI,EP2 antag,zVAD death inh
COc1ccc(C(=O)NCC(=O)OCc2ccc([N+](=O)[O-])cc2)cc1,7,-14,-5,-7,-11,-8,0,6,0.3
CCOC(=O)/C(C#N)=N/Nc1ccccc1OC,17,33,-5,-2,-1,16,-1,7,0.4
N[C@@H](Cc1cc(I)c(O)c(I)c1)C(=O)O,-12,18,2,0,-9,5,-3,12,0.9
COc1ccc(NC(=O)CN(C)S(=O)(=O)c2ccc3c(c2)CCC(=O)N3)c(OC)c1,9,4,4,6,-3[fluorescence artefact?],-7,1,6,1.4
C/C(=N\N=C(/N)SC1CC(=O)N(c2ccc(Cl)c(Cl)c2)C1=O)c1cccs1 (stereo not given),-188,-12,-16,3,9,-12,-13,10,0.3
C(=N\N1CCN(C(c2ccccc2)c2ccccc2)CC1)/c1ccc2c(c1)OCO2,-27,55,-13,22,-10,8,1,10,8.8
CCC(=O)Nc1cc(C(C)C)c(O)cc1C,9,18,5,0,11,8,1[fluorescence artefact?],22,0.0
COCCCN(C(=S)Nc1ccc(C)cc1Cl)C(C)c1ccncc1 (stereo not given),6,11,4,2,-6,-6,5,7,0.0
CSC1=NCCN1C(=O)c1ccc(Br)o1,13,-3,3,9,4,-1,-4,13,0.4
O=C(Cn1[nH]c(=O)c2ccccc2c1=O)OCC(=O)N1CCCc2ccccc21,1,3,-1,0,27,9,-9,9,0.5
Cc1c(C)n(C(=O)CSc2nccn2C)c2ccccc12,7,-37,1,2,28,-1,2,8,0.4
CCOC(=O)c1cnn(-c2ccccc2)c1NC(=O)CN1CCCCC1,-16,4,-8,19,-6,25,3,8,-0.1
Cc1cccc(NC(=O)c2nc[nH]c2C(=O)N[C@@H](CC(C)C)C(=O)OC(C)(C)C)c1,6,31,-7,34,-12,-1,-2,-1,0.8
COc1ccc(OCCn2c(=O)sc3ccccc32)cc1,-4,28,-1,4,-10,22,-5,6,0.2
O=C(/C=C/c1c(F)cccc1Cl)Nc1ccncc1,14,-41,1,6,-4,-26,2,9,nt
Cc1nn(Cc2ccc(Cl)c(Cl)c2)c(C)c1NC(=O)c1cc(C2CC2)on1,-16,-48,2,1,7,-1,-11,5,-0.2
Cc1ccc(Oc2cnn(-c3ccccc3)c(=O)c2Br)cc1,39,8,2,-3,-4,15,-2,10,-0.7
Cc1ccccc1C(=O)Nc1nncs1,-4,4&13,16,-24,-8,-8,7,5&10,1.3
CC(CCn1cccn1)NC(=O)c1cc(COc2ccc(F)cc2Cl)on1 (stereo not given),23,-43,-11,-4,-1,nt,4,4,1.3
N/C(=N\OC(=O)Oc1ccccc1)c1ccc(Cl)cc1,-11,12,-1,-2,8,11,0,33,-0.4
O=C(O)CC1(CC(=O)Nc2ccc(F)c(Cl)c2)CCCCC1,-3,-13,-9,5,2,3,0,22,2.0
COC(=O)C(Cc1ccccc1)NS(=O)(=O)c1ccc(F)cc1Br (stereo not given),10,-13,6,23,0,-6,-5,16,-0.3
O=C(C1CCN(C2CCN(CC3CC=CCC3)CC2)CC1)N1CCOCC1 (stereo not given),-44,-7,-3,25,-6,5,-2,13,1.8
O=C(C1=C[C@H](c2ccc3c(c2)OCO3)C[C@H](OCCCCO)O1)N1CCN(Cc2ccccc2)CC1,5,-15,-20,-15,6,-5,3,9,0.5
Cc1ccnc(NS(=O)(=O)c2cccs2)c1,-16,83*,-1,-15,9,-3,2,8,-0.2
CCOC(=O)Cn1c(=O)oc2cc(S(=O)(=O)NCCCc3ccccc3)ccc21,-38,3,1,20,3,3,2,15,0.9
CN(C)/C=C/C(=O)c1ccc(-c2ccc(Cl)cc2Cl)o1,11,-7,0,47,-3,11,-1,5,1.1
C/C(=N\Nc1nc(Nc2ccccc2)nc(N2CCOCC2)n1)c1cccs1,-11,-18,-17,22,-6,-2,-2,14,-3.5
O=C1CC(N2CCN(c3ccc(O)cc3)CC2)C(=O)N1c1ccc2c(c1)OCO2 (stereo not given),-10,22,-1,25,-18,-14,6,2,4.7
CC(=O)/C(=N/Nc1ccccc1Cl)Sc1nnc(C(O)c2ccccc2)n1-c1ccccc1 (stereo not given),1,-2,-8,1,-1,-4,0,2,1.0
COc1ccc(C(CC(=O)O)NC(=O)c2cccs2)cc1 (stereo not given),-16,-1,3,-4,8[fluorescence artefact?],1,3,10,-0.9
Cc1cccc(N(C(=O)Cc2cccs2)C(C(=O)NC2CCCC2)c2ccsc2)c1 (stereo not given),28,12&0,-3,1,14,-1,2,6&6,-0.4
CCOC(=O)c1cc(C(=O)c2cc(F)ccc2O)coc1=N,-47,28,-16,4,5,nt,-1,nt,0.5
CCN(CC(=O)Nc1ccc2c(c1)OCCO2)c1ccc(S(=O)(=O)N2CCOCC2)cn1,-9,7,-3,1,-9,2,-4,12,1.1
O=C1CC(NNC(=O)c2cccc(F)c2)C(=O)N1 (stereo not given),-14,4,-9,0,3,1,-3,4,0.7
CS(=O)(=O)c1cnc(-c2ccccc2)nc1Oc1ccc(Cl)cc1,17,18,-10,1,-3,-1,-3[fluorescence artefact?],20,0.5
Cc1ccc(CNc2ccc(O)cc2)cc1,-54,-6,0,5,7,nt,-2,nt,0.2
O=C(COc1ccccc1Br)NCCc1nc2ccccc2[nH]1,5,-9,-2,8,-10,0,-1,7,0.5
Cn1ncc(Br)c1C(=O)NCc1cccs1,-18,-22,-8,2,3,11,0,7,0.6
CCC(=O)NC(=S)Nc1ccc(NC(=O)c2cccc([N+](=O)[O-])c2C)cc1,-8,-90,29,1,-10[fluorescence artefact?],-9,-2,14,0.9
CCCCn1c(SCC(=O)Nc2nccs2)nc2ccccc2c1=O,24,-4,-7,2,10,7,-8,9,0.1
COC(=O)c1sccc1Oc1ccc(F)cc1[N+](=O)[O-],8,20,-10,2,-1,1,-2,13,0.3
O=C(CC1NCCc2ccccc21)Nc1ccccc1 (stereo not given),2,-15,6,30,-4,-4,-1,4,-0.2
COc1ccc2nc(-n3c(O)c(C4=c5ccccc5=NC4=O)[nH]c3=S)sc2c1,-44,-8,19,103*,96*[fluorescence artefact?],-5,52*[fluorescence artefact?],7,-0.5
COc1ccc(NC(=O)C2(c3ccc(NC(=O)c4ccc(OC)cc4)cc3)CCCC2)cc1,-55,16,-15,4,10,5,2,14,2.2
COc1ccc(C(c2nnnn2CC2CCCO2)N2CCC(C(N)=O)CC2)cc1 (stereo not given),-16,27,5,7,4,7,6,0,0.6
Cc1ccc(C(=O)Oc2coc(CSc3nnc(NC(=O)C4CC4)s3)cc2=O)cc1,0,11,-5,0,-7,0,6,6,-0.5
CS(=O)(=O)N1CCCC(C(=O)c2cccc(Cl)c2)C1 (stereo not given),-6,9,2,10,-4,-1,-2,10,14
CC(C)(Oc1ccc(Cl)cc1)C(=O)NCc1ccncc1,12,-8,3,1,-12,-1,2,5,0.6
C=C(C)c1cccc(C(C)(C)NC(=O)Nc2nncs2)c1,13,-21,6,5,-1,13,-9,3,-0.1
COc1ccc(CN(C2CCCC2)S(=O)(=O)c2ccc(-n3cnnn3)c(OC)c2)cc1OC,3,-1&18,-4,-10,12,0,-5,4&10,-1.0
CC1(C)CC(=O)/C(=C\c2cccc([N+](=O)[O-])c2)C(C)(C)N1,7,19,-3,2,2,5,7,6,-1.3
CC1(C)CC(=O)C(C=NCCO)=C(O)C1,-74,17,0,3,-4[fluorescence artefact?],nt,3[fluorescence artefact?],10,-0.5
O=C1CC(c2ccc(S(=O)(=O)N3CCCCC3)cc2)CN1 (stereo not given),11,-3,3,5,4,0,0,10,-0.1
CCOC(=O)C1CCN(C(=O)c2ccc(NC(=O)C3CCCO3)cc2)CC1 (stereo not given),-7,34,4,-1,0,-2,-2,18,0.4
CCCC(C)C(=O)Nc1nc(C)c(-c2csc(Nc3ccccc3OC)n2)s1 (stereo not given),-14,5,-19,-1,26[fluorescence artefact?],6,-8,15,2.5
CN(Cc1ccccc1)S(=O)(=O)c1ccc2c(c1)n(C)c(=O)c(=O)n2C,-20,-8,-6,-8,-1,3,7,6,0.3
COc1ccc(C2=NN(C(=O)CSc3nc4ccccc4s3)C(c3ccc(F)cc3)C2)cc1 (stereo not given),23,-5,1,1,-14,nt,1[fluorescence artefact?],1,0.9
CS(=O)(=O)c1cccc(C(=O)NCc2ccc(F)cc2)c1,7,11,-13,1,-5,-1,3,10,-0.4
CC(C)c1ccc(S(=O)(=O)/N=C2/C=CC(=O)c3ccccc32)cc1,-35,-6,-3,17,13,nt,7,5,0.8

# Compound profiles (already shown). Screens in order: m-calpain inh | EP2 modulator | TbHK1 inh | Hck-Nef inh | 14-3-3 Bad PPI | Rad51 HR inh | eIF4E 4G PPI | EP2 antag | zVAD death inh
# `COC(=O)c1sccc1Oc1ccc(F)cc1[N+](=O)[O-]` is listed as 8 | 20 | -10 | 2 | -1 | 1 | -2 | 13 | 0.3
# `CC1(C)CC(=O)/C(=C\c2cccc([N+](=O)[O-])c2)C(C)(C)N1` is listed as 7 | 19 | -3 | 2 | 2 | 5 | 7 | 6 | -1.3
# `CCCC(C)C(=O)Nc1nc(C)c(-c2csc(Nc3ccccc3OC)n2)s1` (stereo not given) is listed as -14 | 5 | -19 | -1 | 26[fluorescence artefact?] | 6 | -8 | 15 | 2.5
# `Cc1ccc(C(=O)Oc2coc(CSc3nnc(NC(=O)C4CC4)s3)cc2=O)cc1` is listed as 0 | 11 | -5 | 0 | -7 | 0 | 6 | 6 | -0.5

# (more compounds)
SMILES,m-calpain inh,EP2 modulator,TbHK1 inh,Hck-Nef inh,14-3-3 Bad PPI,Rad51 HR inh,eIF4E 4G PPI,EP2 antag,zVAD death inh
COc1ccccc1NC(=O)Nc1ccccc1SC,-9,1,1,2,-2,11,3,3,2.3
COCCCn1c(SCC(=O)Nc2sc3c(c2C#N)CCCC3)nnc1-c1ccncc1,-36,14,-14,-7,-8,-4,4,13,0.8
COc1cc(C(=O)N2CCC(N3CCCCCC3)CC2)cc(OC)c1OC,nt,nt,2,-3,nt,35,nt,7,-0.2
O=C(Cc1ccccc1)N[C@@H](Cc1ccc(O)cc1)C(=O)O,2,-16,4,20,-3,3,-5,4,0.1
Cc1ccc(NC(=O)CSc2ccc(-c3ccco3)nn2)cc1,-75,-48,-3,24,-10,-5,8,13,1.9
COc1ccc(CCNC(=O)c2nonc2N)cc1,3,7,5,14,-3,2,-3,0,1.1
CSc1ccccc1NC(=O)Cc1ccccc1,0,15,1,13,-7,4,-5,5,-0.5
Cc1cc(C)cc(C(=O)Nc2nnc(SCC(=O)N3CCCc4ccccc43)s2)c1,-74,28,-7,0,-2[fluorescence artefact?],9,1,10,1.2
NNC(=O)COc1ccc(C2SCCS2)cc1,21,-10,1,1,-9,5,6,3,0.1
CCCc1cc(=O)[nH]c(SCC(=O)Nc2ccccc2C#N)n1,4,17,-3,-3,nt,4,nt,5,0.3
Cc1ccc(Nc2nc(N)c([N+](=O)[O-])c(NCc3ccco3)n2)cc1C,30,59,-8,12,4[fluorescence artefact?],5,4[fluorescence artefact?],3,0.1
COCCCN(C(=O)Cn1ncc2c(=O)oc3ccc(C)cc3c21)C(C)c1ccncc1 (stereo not given),12,8,-8,-4,3,-4,0[fluorescence artefact?],13,2.6
CCNC(=S)NNC(=O)c1csc(C(C)C)c1,-3,-11,-4,-2,6,-5,-2,5,0.0

# Arranged by molecular weight (ascending): part of the list above.
SMILES,m-calpain inh,EP2 modulator,TbHK1 inh,Hck-Nef inh,14-3-3 Bad PPI,Rad51 HR inh,eIF4E 4G PPI,EP2 antag,zVAD death inh
NNC(=O)COc1ccc(C2SCCS2)cc1,21,-10,1,1,-9,5,6,3,0.1
COc1ccccc1NC(=O)Nc1ccccc1SC,-9,1,1,2,-2,11,3,3,2.3
CCCc1cc(=O)[nH]c(SCC(=O)Nc2ccccc2C#N)n1,4,17,-3,-3,nt,4,nt,5,0.3
